Screens as filed in PubChem.
NPY-Y1 antag: NPY-Y1 receptor antagonists, primary screen, cell-based | Neuropeptide Y receptor type 1 (Homo sapiens), P25929 | HEK293-CNG Y1 cells, membrane potential fluorescence; NPY at EC95, then isoproterenol | inhibition, % at 3.6 µM | hit rate 1% among 200,000 | AID 1040, 2008;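 active = inhibition above the campaign mean inhibition of all tested compounds plus 3 SD, cut at about 20% in these data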;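 also: 0% = DMSO wells given NPY plus isoproterenol and 100% = isoproterenol alone without NPY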
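System: HEK293 cells with Y1 receptor plus CNG channel / Probe or stimulus: NPY 25 nM then isoproterenol 1 µM plus Ro 20-1724 25 µM / Compound: one concentration, 3.6 µM, in 0.4% DMSO / Schedule: compound incubation 1 h at room temperature, readout 45 min post-stimulation / Measured by: membrane potential fluorescence / Read-out: % inhibition of NPY effect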
NPY-Y2 PAM-ag: NPY-Y2 potentiators or agonists, primary screen, cell-based; Neuropeptide Y receptor type 2 (Homo sapiens), P49146; cells expressing NPY-Y2, potentiator/agonist read-out; activation, % at 3.6 µM; hit rate 0.45% among 220,000; AID 1359, 2008; in the data active = activation above about 27%;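 also: cells stimulated with NPY near EC25 plus isoproterenol at EC100; 0% = vehicle plus submaximal agonist and 100% = vehicle plus saturating agonist; some results beyond the cut were filed as inactive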
Hck-Nef inh: inhibitors of Nef-activated human Hck kinase, primary screen, biochemical, Z-Lyte FRET, 384-well, Hck-YEEI; Recombinant Hck-YEEI plus Nef, Z-Lyte FRET kinase assay; inhibition, % at 20 µM; hit rate 0.68% among 220,000;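 active = Hck-Nef kinase inhibition above about 50%, limit read from the data; inactive = inhibition below that limit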;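 also: 0% = DMSO with Hck plus Nef and 100% = Hck alone without Nef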
Target sequence (P08631 whole entry, looked up): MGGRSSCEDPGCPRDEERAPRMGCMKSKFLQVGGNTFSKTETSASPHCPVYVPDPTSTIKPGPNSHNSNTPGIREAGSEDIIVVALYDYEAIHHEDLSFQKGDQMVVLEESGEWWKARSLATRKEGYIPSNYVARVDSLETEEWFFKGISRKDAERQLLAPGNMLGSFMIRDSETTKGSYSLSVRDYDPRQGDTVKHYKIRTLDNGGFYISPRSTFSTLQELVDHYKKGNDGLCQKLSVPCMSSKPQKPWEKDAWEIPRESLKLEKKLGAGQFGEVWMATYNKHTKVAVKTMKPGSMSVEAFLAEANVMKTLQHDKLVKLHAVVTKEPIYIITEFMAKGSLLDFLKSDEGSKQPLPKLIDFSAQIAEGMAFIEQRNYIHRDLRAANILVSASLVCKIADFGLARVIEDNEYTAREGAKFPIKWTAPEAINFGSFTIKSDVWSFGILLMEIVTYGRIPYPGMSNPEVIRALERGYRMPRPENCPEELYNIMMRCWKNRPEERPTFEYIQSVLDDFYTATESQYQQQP
p97 ATPase inh: inhibitors of human p97 ATPase, primary screen, biochemical. recombinant p97 ATPase, Kinase-Glo ATP luminescence, 3 h. AID 1481, 2009. inhibition, % at 8 µM. hit rate 0.42% among 220,000; in the data active = inhibition above about 15%;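 also: 0% = DMSO vehicle and 100% = wells lacking enzyme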
Runt-CBFb FRET: inhibitors of RUNX1 Runt–CBFb binding, primary screen, biochemical, FRET, Cerulean-Runt, Venus-CBFb, uHTS; inhibition, % at 20 µM; Cerulean-Runt/Venus-CBFb FRET ratio 530/480, 1 h; hit rate 0.46% among 220,000; AID 1496, 2009;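 active = inhibition over about 50% at 20 µM in the single-dose screen, limit read from the data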;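 also: 0% = DMSO wells and 100% = excess unlabeled CBFb competitor control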
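Doses: 20 µM compound in 1% DMSO | Material: Cerulean-labeled Runt domain protein | Amount: Each fluorescent fusion protein 100 nM | Schedule: Two 1 h room-temperature incubations shielded from light | Measured by: FRET fluorescence | Evaluation: Loss of energy transfer signal | Controls: Unlabeled CBFb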
NPY-Y1 PAM-ag: NPY-Y1 receptor potentiators or agonists, primary screen, cell-based; Neuropeptide Y receptor type 1 (Homo sapiens), P25929; NPY-Y1 expressing cells, potentiator/agonist activation; activation, % at 3.6 µM; hit rate 0.37% among 220,000; in the data active = activation above about 33%, passing the limit was not always enough;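 also: cells stimulated with NPY at EC10 then isoproterenol at EC100; 0% = low agonist plus stimulus and 100% = saturating agonist plus stimulus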
Mdm2 ligase inh: MDM2-luciferase reporter signal enhancers, primary screen, MDM2 E3 ligase inhibitor project, cell-based, luminescence, 1536-well; E3 ubiquitin-protein ligase Mdm2 (Homo sapiens), Q00987; cell-based MDM2 ubiquitination luciferase reporter, 2 h; 0 = plate control, 100 = twice control, blank-subtracted; signal enhancement, % at 5 µM; hit rate 0.11% among 210,000;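 active = signal enhancement of 30% or more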;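 also: luminescence tracks abundance of the self-degrading MDM2-luciferase fusion protein; higher signal means inhibition of MDM2 E3 ligase activity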
Target sequence (Q00987 whole entry, looked up, the tested form may be a part): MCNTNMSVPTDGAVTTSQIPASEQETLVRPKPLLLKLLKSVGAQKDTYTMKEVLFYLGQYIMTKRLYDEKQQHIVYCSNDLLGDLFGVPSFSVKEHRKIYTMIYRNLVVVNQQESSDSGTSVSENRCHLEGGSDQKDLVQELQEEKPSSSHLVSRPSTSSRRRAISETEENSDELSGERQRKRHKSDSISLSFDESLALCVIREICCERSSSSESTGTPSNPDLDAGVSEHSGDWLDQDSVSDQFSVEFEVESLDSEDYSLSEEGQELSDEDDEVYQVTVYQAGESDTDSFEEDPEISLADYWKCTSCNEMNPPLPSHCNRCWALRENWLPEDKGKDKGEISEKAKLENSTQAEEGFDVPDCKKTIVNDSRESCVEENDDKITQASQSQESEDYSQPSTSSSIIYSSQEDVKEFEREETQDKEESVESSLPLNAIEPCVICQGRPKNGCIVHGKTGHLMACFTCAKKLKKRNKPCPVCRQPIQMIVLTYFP
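Material: Stable MDM2–luciferase fusion reporter cells | Amount: 2000 cells seeded into each well | Dosing: One concentration, 5 µM, with 0.2% DMSO | Incubation: 4 h cell settling then 2 h compound exposure, 37 °C | Measured by: Luciferase luminescence | Read-out basis: % enhancement relative to plate controls after blank subtraction | Benchmarks: Control and blank well means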
RBBP9 inhibitor: human RBBP9 inhibitors, primary screen, biochemical, fluorescence polarization, FP-Rh probe, HTS | recombinant RBBP9 | inhibition, % at 7.94 µM | hit rate 0.2% among 220,000 | AID 1515, 2009;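 active = inhibition above the campaign mean of all tested compounds plus 3 SD, cut at about 14% in these data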;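 also: plate controls were DMSO wells with RBBP9 for no effect and wells lacking RBBP9 protein for full effect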
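System: RBBP9 protein / Quantity: 2.5 µM RBBP9 dispensing solution, before mixing / Also added: Serine-hydrolase probe FP-Rh, 375 nM pre-mixing / Dosing: 7.94 µM single dose, 0.794% DMSO / Timing: enzyme-compound preincubation 30 min, then probe labeling 45 min, 25 °C / Signal: FP readout at 525/598 nm / Controls: DMSO-treated enzyme wells and wells lacking RBBP9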
Runt-SMMHC FRET: inhibitors of RUNX1 Runt–CBFb-SMMHC binding, primary screen, biochemical, FRET, Cerulean-Runt, Venus-CBFb-SMMHC, uHTS. Runt-related transcription factor 1 (Homo sapiens) + Core-binding factor subunit beta …. Cerulean-Runt/Venus-CBFb-SMMHC FRET ratio 530/480, 1 h. inhibition, % at 20 µM. hit rate 0.74% among 220,000;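 active = mean inhibition across duplicate retests at 20 µM reaching about 50%, limit read from the data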;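 also: 0% = DMSO wells and 100% = wells with excess untagged CBFb-SMMHC; inhibitors lower the FRET ratio by blocking Runt binding to CBFb-SMMHC; some results filed as inactive read as strong as hits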
The depositor's hits bear a star; · = not tested or not shown.

molecule,p97 ATPase inh,NPY-Y2 PAM-ag,Hck-Nef inh,Mdm2 ligase inh,RBBP9 inhibitor,Runt-SMMHC FRET,NPY-Y1 PAM-ag,NPY-Y1 antag,Runt-CBFb FRET
COc1ccc(NC(=O)Nc2sc(=S)n(C)c2C)cc1,2,3,28,-14,-2,2,7,-2,6
CCOC(=O)/C(C#N)=C\c1ccc(O)c(OC)c1,-3,-4,-32,-16,5,35,-10,-3,13
Clc1ccc(-c2nnc(-c3ccccc3)c(N3CCSCC3)n2)cc1,0,-22,-1,-24,-2,-51,-28,13,-3
CC1CCc2cc(F)cc3c(=O)c(C(=O)O)cn1c23 (configuration not stated),4,11,2,·,-1,3,14,-5,0
COc1cccc(NC(=O)Cn2c(=O)n(CC3CCCO3)c(=O)c3ccccc32)c1 (configuration not stated),2,-1,-24,-21,-12,-2,-1,6,2
COc1cccc(/C=N/NC(=O)c2cc(-c3cccn3C)n[nH]2)c1,-1,-9,0,-7,1,8,-8,2,·
Cc1ccc(S(=O)(=O)NCc2ccncc2)c(C)c1C,3,11,19,-26,-4,·,-27,-4,·
C1CCCCCC2(CCCCC1)OCC(CN1CCOCC1)O2 (configuration not stated),2,13,0,-4,-10,-10,-4,0,0
Nc1nc(SCc2nc3scc(-c4cccs4)c3c(=O)[nH]2)n[nH]1,7,-3,-1,-8,4,-7,10,1,0
Cc1cc(NCC(c2ccccc2)c2ccccc2)n2ncnc2n1,-10,-19,11,-3,-12,-3,-14,-8,0
COc1ccc(OCC(=O)NNC(=O)c2cccc(O)c2)cc1,5,3,1,-19,0,1,0,-1,-3
C[C@@]12CC(=O)NC1N(C(=O)c1cccc(C(F)(F)F)c1)C(c1ccccc1OC(=O)c1cccc(C(F)(F)F)c1)C2 (some centres not stated),-2,2,2,-4,-4,-13,14,1,-18
Cc1ccc(N2C(=O)N(CC(=O)Nc3cc(C)cc(C)c3)C(=O)C2C)cc1 (configuration not stated),-2,3,20,-13,-10,-2,3,2,-2
Cc1cc([N+](=O)[O-])nn1CC(=O)NNC(=S)Nc1ccc(Cl)cc1,0,11,1,-22,-7,-2,0,3,1
Cc1onc(-c2c(F)cccc2Cl)c1C(=O)NC(=S)NC1CCS(=O)(=O)C1 (configuration not stated),10,-8,12,-8,-9,0,15,-3,-1
CCN1C(=O)C2(C(C(=O)c3cc4ccccc4o3)=C(O)C(=O)N2CCCN2CCOCC2)c2ccccc21 (configuration not stated),-7,1,-5,0,-7,2,0,·,6
CC(C)CN1CCN(Cc2cccc3nccnc23)CC1CCO (configuration not stated),2,7,15,-5,-4,-6,5,4,3
COc1ccc(NC(=O)c2nnn(Cc3cccc(F)c3)c2N)c(OC)c1,-1,13,0,-20,-7,-6,10,-2,1
Cc1ccsc1/C=N/NC(=O)CN1CCN(Cc2ccccc2)CC1,2,-1,9,-4,6,1,15,·,-1
CCOC(=O)C1=C(c2ccccc2)Nc2ncnn2C1c1ccc(C(=O)O)cc1 (configuration not stated),6,-10,-5,-8,-7,-2,25,·,0
COc1ccc(CSc2nc3ccccc3c(=O)[nH]2)cc1F,1,-4,23,-10,-5,-1,-20,11,-2
Cc1cc(C)c(C#N)c(Oc2ccc(F)cc2)n1,-4,5,-1,-9,-13,-1,-17,11,-3
CN(c1ccccc1)S(=O)(=O)c1cccc(NC(=O)CCN2C(=O)C3CCCCC3C2=O)c1 (configuration not stated),3,11,11,-1,-5,4,22,2,-2
Cc1ccc(-c2csc(/C(C#N)=C(\O)CN3CCN(C(=O)c4ccco4)CC3)n2)cc1,-2,1,2,-8,-7,8,12,-3,12
CC(C)OCCCNC(=O)c1ccc(NC(=O)C2CCCO2)cc1 (configuration not stated),-3,-11,0,-14,-2,0,2,10,2
CCc1nc(SCC(=O)Nc2cc(C)on2)c2c(=O)n(C)c(=O)n(C)c2n1,1,-17,17,-10,-1,2,-13,2,0
CN(C)c1nc(Oc2ccc(=O)n(-c3ccccc3)n2)nc(N2CCOCC2)n1,-2,3,-5,-31,-10,2,-4,4,1
N/C(=N\N=C\c1ccc2c(c1)OCO2)SC1CC(=O)N(c2ccc(C(=O)O)cc2)C1=O (configuration not stated),3,9,25,-5,-2,3,-2,5,2
COc1cc(CNCCc2ccc(S(N)(=O)=O)cc2)ccc1OCC(=O)NC1CCCCC1,5,9,-1,6,6,-2,1,-2,0
COC(=O)c1ccc(N(CC(=O)NC2CCCC2)C(=O)CNC(=O)c2ccco2)cc1,-7,-13,0,4,-15,-3,-12,0,0
COC(=O)Cc1sc(-c2ccccn2)nc1-c1ccccc1,2,17,21,-7,-5,-3,-19,4,16
O=C(N/N=C/c1cccc2ccccc12)c1n[nH]c2c1CCCC2,4,1,24,-1,-4,0,22,-3,0
Cc1ccc(S(=O)(=O)c2c(C)cc(C)nc2Cl)cc1,-8,8,1,-14,-9,-3,-3,2,0
CN1CCC(=NNc2ncnc3sc4c(c23)CCCC4)CC1,1,8,5,6,6,-4,9,4,-1
CCOc1ccc2[nH]c(=O)c(CN(Cc3ccco3)Cc3nnnn3Cc3ccccc3)cc2c1,-6,-4,1,-5,-1,-27,-12,-1,-5
Cc1noc(C)c1C(=O)N1CCCC(C(=O)c2cccc(C(F)(F)F)c2)C1 (configuration not stated),0,-10,9,-11,-7,1,-1,0,0
COc1ccccc1N(C(C)=O)C1SC(=O)N(c2ccccc2)C1=O (configuration not stated),-6,-17,-1,-10,-12,-1,-19,-2,0
Cc1nn(-c2ccccc2)c(C)c1NC(=O)c1ccc(S(=O)(=O)N2CCCC2)cc1,-1,9,2,-8,-2,1,7,-2,-2
Oc1ccc(Cn2ccnc2)c2cccnc12,-3,-4,23,-13,-7,1,-4,1,0
CCOc1cc(C2C(C#N)=C(N)OC3CCCC(=O)C32)ccc1OCCN1CCOCC1 (configuration not stated),2,7,2,-15,-8,3,-1,2,-1
COc1ccc(CC(=O)OCC(=O)Nc2ccc(N3CCOCC3)cc2)cc1,-3,-18,-47,-11,-3,0,-8,·,0
N#Cc1nc(-c2ccc(OCc3ccccc3)cc2)oc1N1CCOCC1,0,-5,0,-8,-1,-4,13,-3,-6
O=C(COC(=O)C12CC3CC(CC(C3)C1)C2)Nc1ccc([N+](=O)[O-])cc1Br,7,0,5,5,-5,-6,0,-3,-1
Cc1ccccc1-n1c(SCC(=O)N(C)C2CCS(=O)(=O)C2)nc2ccccc2c1=O (configuration not stated),0,-16,2,-7,-10,-4,-1,1,0
COc1cc(OC)cc(C(=O)N2CCN(c3ccccc3F)CC2)c1,-8,3,7,-3,-8,0,-4,-4,1
Clc1nc(N2CCOCC2)ncc1Br,0,-5,7,-16,-2,-1,18,·,0
O=C(Cn1nnc2ccccc2c1=O)N[C@@H](Cc1c[nH]c2ccccc12)C(=O)O,6,2,0,-2,-4,0,4,1,-2
CC1CCCN(c2ccc(C(=O)NCc3ccco3)cc2[N+](=O)[O-])C1 (configuration not stated),3,-6,3,-1,3,-2,-17,-1,-4
O=C(COc1ccc2ccccc2c1Br)N1CCN(c2ccccn2)CC1,-4,-6,0,8,0,1,-7,17,-6
CN1C(=O)C(CC(=O)Nc2ccc(F)cc2)N(CCCc2ccccc2)C1=S (configuration not stated),-1,7,-1,0,-9,5,7,-8,0
COc1ccc(C(OC(=O)c2ccco2)C(=O)NC2CCCCC2)cc1 (configuration not stated),-3,-7,2,·,0,5,15,-1,-4
CCCCn1c(NS(=O)(=O)c2ccccc2)c(S(=O)(=O)c2ccc(C)cc2)c2nc3ccccc3nc21,25*,-8,66*,-20,-14,53*,-20,-4,6
[O-]/C(=C(\C(=S)Nc1cccc2ccccc12)[n+]1cccc(CO)c1)c1ccc(Cl)s1,9,3,19,-7,-6,6,9,-4,14
CN(CCc1ccccn1)C(=O)CCNC(=O)Cn1cnc2ccccc2c1=O,2,-12,2,-5,-3,2,-2,3,2
COc1ccc(N2CC(C(=O)Nc3ccc4c(c3)OCO4)CC2=O)cc1 (configuration not stated),4,-4,1,-17,-3,5,-6,1,1
CC1CCN(c2c(NCc3ccc(C(=O)N4CCN(C5CCCCC5)CC4)cc3)c(=O)c2=O)CC1,6,4,-3,·,0,-2,9,-6,-2
CCCn1nnc2c(=O)oc3ccccc3c21,4,-2,6,2,-9,3,13,-1,-2
COc1ccccc1-c1cc(-c2cc(Cl)ccc2O)n[nH]1,4,-13,-1,-6,-2,1,-11,6,1
COc1cccc(/C=C2\SC(=S)N(N3C(=O)CCCC3=O)C2=O)c1,2,15,-5,-11,1,0,8,-6,0
Cc1cc(C)nc(SC(C(=O)O)c2ccccc2)n1 (configuration not stated),6,-1,1,-19,2,3,-32,-5,0
CCOc1ccc2c(c1)C(=NNC(=O)c1ccncc1)c1cc(OCC)ccc1-2,5,-11,1,18,4,-5,-7,4,-2
Cc1cc(=O)[nH]c(N/N=C/c2cc(C)n(-c3ccccc3)c2C)n1,6,-8,6,-47,-7,1,2,·,-1
